HRas wt GTP = changes GTP binding to wildtype human HRas; GST-Ras wt beads, Bodipy-FL-GTP binding, flow cytometry; actives lie on both sides; 190,000 compounds, 0.14% hits; GTP binding activity, % at 10 µM; AID 759;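 active means GTP binding activity at least 20% away from the 100% baseline, either lowered as inhibitor or raised as activator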;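 further: 0% = unlabeled GTP competition control and 100% = no-compound control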
Target sequence (P01112 whole entry, looked up): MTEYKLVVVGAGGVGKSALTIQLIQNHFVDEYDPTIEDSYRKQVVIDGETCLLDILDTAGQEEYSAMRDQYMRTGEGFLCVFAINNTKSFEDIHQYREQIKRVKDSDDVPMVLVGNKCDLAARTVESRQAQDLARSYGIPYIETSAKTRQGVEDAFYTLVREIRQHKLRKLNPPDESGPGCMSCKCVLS
Bim-Mcl-1 = human Bim-Mcl-1 interaction inhibition | Q07820 | Bead-based flow cytometry, Bim peptide-Mcl-1 binding | inhibition, % at 10 µM | 190,000 compounds, 0.1% hits | AID 1009; in the data active means inhibition above about 40%;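 further: 0% = no compound tracer wells and 100% = peptide blocker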
Target sequence (Q07820 whole entry, looked up): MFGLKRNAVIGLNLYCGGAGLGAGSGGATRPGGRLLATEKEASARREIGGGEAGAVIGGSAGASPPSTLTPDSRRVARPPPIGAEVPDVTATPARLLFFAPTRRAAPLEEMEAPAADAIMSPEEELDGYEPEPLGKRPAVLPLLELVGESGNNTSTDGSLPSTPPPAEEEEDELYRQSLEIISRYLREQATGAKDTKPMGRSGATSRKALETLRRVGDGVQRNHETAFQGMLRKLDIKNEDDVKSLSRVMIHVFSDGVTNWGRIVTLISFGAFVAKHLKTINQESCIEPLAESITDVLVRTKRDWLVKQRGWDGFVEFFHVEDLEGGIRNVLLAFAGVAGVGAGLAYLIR
Avidin fluor = avidin bead compound fluorescence profile; Avidin beads, compound fluorescence 488/530 nm, flow cytometry; stronger effect = higher value; fluorescence (KMESF) at 10 µM; 220,000 compounds, 0.38% hits; AID 1775; in the data active means fluorescence above about 47; further: inactives centre near 10
Pf gametocyte = kills late stage P. falciparum gametocytes; 150,000 compounds, 0.065% hits; inhibition, % at 10.9 µM; P. falciparum stage V gametocytes, ATP luminescence, 24 h; AID 743093;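 active means inhibition above the mean plus 3 SD of compounds within the control limits, set per campaign, cut at about 38% in these data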;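 further: 0% = DMSO wells and 100% = medium only without gametocytes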
Mcl1 Noxa PPI = Mcl-1/Noxa interaction inhibition; AID 1022; TR-FRET Mcl-1/Noxa peptide binding, 2 h; inhibition, % at 21.7 µM; 220,000 compounds, 1.5% hits; Q07820;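 active means compounds that cut the protein-peptide binding signal by more than 50% relative to plate controls in a single-dose test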;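 further: His-tagged Mcl-1 with rhodamine Noxa BH3 peptide and terbium anti-His antibody; 0% = Mcl-1 plus Noxa peptide wells and 100% = peptide-only wells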
Rab2 wt GTP = changes GTP binding to wildtype dog Rab2A, up or down. P61105. GST-Rab2 wt beads, Bodipy-GTP binding, flow cytometry. GTP binding activity, % at 10 µM. 190,000 compounds, 0.19% hits;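 active means GTP binding activity at least 20 points away from 100%, either lowered or raised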;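 further: 0% = beads with excess unlabeled GTP and 100% = no-compound control corrected for plate trend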
Rac1 wt GTP bind = modulators of human Rac1 wildtype GTP binding | P63000 | GST-Rac1 beads, fluorescent GTP binding, flow cytometry; actives lie on both sides; 0 = cold GTP competed, 100 = untreated | GTP binding activity (% of control), % at 10 µM | 190,000 compounds, 0.27% hits;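 active means GTP binding activity at least 20 points away from the 100% control level, either lower or higher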
Rab7 wt GTP bind = modulators of GTP binding to dog Rab7 wildtype GTPase | GST-Rab7 beads, fluorescent GTP binding, flow cytometry; actives lie on both sides; untreated = 100%, excess cold GTP = 0% | GTP binding activity (percent of control), % at 10 µM | 190,000 compounds, 0.055% hits | AID 758;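 active means fluorescent GTP binding to Rab7 beads changed by at least 20 points from the 100% baseline, either direction, mostly lower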;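 further: median green fluorescence of bound Bodipy-FL-GTP per Rab7 bead population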
Cdc42 wt = human Cdc42 wildtype GTP binding change, either direction. GST-Cdc42 beads, Bodipy-GTP binding, flow cytometry; actives lie on both sides. AID 761. 190,000 compounds, 0.2% hits. percent activity (GTP binding), % at 10 µM. P60953;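 active means percent activity GTP binding at least 20 points away from the 100% baseline, either down as inhibitor or up as activator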;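 further: median bead fluorescence of bound Bodipy-FL-GTP at 100 nM; 0% = excess unlabeled GTP control and 100% = no compound control; below 100% means less GTP binding so inhibitor and above means activator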
Target sequence (P60953 whole entry, looked up): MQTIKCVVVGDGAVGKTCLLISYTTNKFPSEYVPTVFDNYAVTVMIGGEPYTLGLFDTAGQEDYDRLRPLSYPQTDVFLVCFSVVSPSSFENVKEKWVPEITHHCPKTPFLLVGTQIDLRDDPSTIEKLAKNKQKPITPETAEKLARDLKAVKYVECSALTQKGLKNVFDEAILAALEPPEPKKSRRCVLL
Rac1 act GTP bind = human Rac1 activated mutant GTP binding change | AID 764 | GST-Rac1 activated beads, fluorescent GTP binding, flow cytometry; actives lie on both sides; 100% means binding = to untreated wells | 190,000 compounds, 0.11% hits | percent activity (GTP binding), % at 10 µM;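 active means GTP binding at least 20 percentage points away from the 100% baseline, in either direction, so actives lie on both sides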
Mcl1-Bid inh = disrupts binding of human Mcl-1 to Bid peptide | 220,000 compounds, 0.97% hits | Q07820 | inhibition, % at 21.7 µM | TR-FRET Mcl-1/Bid-Dy647 peptide binding, 1536-well;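 active means compounds that cut the binding signal by more than half at the single screening dose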;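 further: His-tagged Mcl-1 with europium anti-His antibody binding Bid BH3 peptide; 0% = Mcl-1 plus peptide wells and 100% = peptide-only wells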
* marks the source's active call; other numbers are inactive results.

For O=C(NC(=S)Nn1cnc2c(cnn2-c2ccccc2)c1=O)c1ccccc1 the results were HRas wt GTP 97, Bim-Mcl-1 -4, Avidin fluor 7, Pf gametocyte 8, Mcl1 Noxa PPI -31, Rab2 wt GTP 96, Rac1 wt GTP bind 98, Rab7 wt GTP bind 97, Cdc42 wt 96, Rac1 act GTP bind 94 and Mcl1-Bid inh -110.
Cc1nn(CC(=O)OCC(=O)NC(C)c2ccccc2)c(C)c1[N+](=O)[O-] (centres undefined) was read as HRas wt GTP 95, Bim-Mcl-1 2, Avidin fluor 13, Pf gametocyte -8, Mcl1 Noxa PPI 19, Rab2 wt GTP 94, Rac1 wt GTP bind 97, Rab7 wt GTP bind 93, Cdc42 wt 95, Rac1 act GTP bind 95 and Mcl1-Bid inh -10.
COc1cccc(C2=CC(c3cc(OC)ccc3OC)n3nnnc3N2)c1 (centres undefined) was read as HRas wt GTP 94, Bim-Mcl-1 -3, Avidin fluor 23, Mcl1 Noxa PPI 3, Rab2 wt GTP 94, Rac1 wt GTP bind 94, Rab7 wt GTP bind 98, Cdc42 wt 93, Rac1 act GTP bind 93 and Mcl1-Bid inh -4.
`COc1cccc2sc(NN)nc12` gave HRas wt GTP 94, Bim-Mcl-1 0, Avidin fluor 7, Pf gametocyte 7, Mcl1 Noxa PPI 5, Rab2 wt GTP 98, Rac1 wt GTP bind 96, Rab7 wt GTP bind 98, Cdc42 wt 96, Rac1 act GTP bind 100 and Mcl1-Bid inh -1.
`C/C(=N\OC(=O)c1ccc(F)cc1)c1nccs1` gave HRas wt GTP 105, Bim-Mcl-1 -2, Avidin fluor 12, Pf gametocyte -6, Mcl1 Noxa PPI 0, Rab2 wt GTP 102, Rac1 wt GTP bind 101, Rab7 wt GTP bind 104, Cdc42 wt 104, Rac1 act GTP bind 100 and Mcl1-Bid inh -7.
Nc1cc(C(=O)c2ccccc2)ccc1N1CCOCC1 was read as HRas wt GTP 102, Bim-Mcl-1 -5, Avidin fluor 7, Mcl1 Noxa PPI -18, Rab2 wt GTP 100, Rac1 wt GTP bind 105, Rab7 wt GTP bind 92, Cdc42 wt 102, Rac1 act GTP bind 100 and Mcl1-Bid inh -24.
`Cc1ccc(NCC(=O)c2ccc([N+](=O)[O-])cc2)cc1` gave HRas wt GTP 97, Bim-Mcl-1 0, Avidin fluor 23, Mcl1 Noxa PPI -8, Rab2 wt GTP 96, Rac1 wt GTP bind 97, Rab7 wt GTP bind 101, Cdc42 wt 93, Rac1 act GTP bind 95 and Mcl1-Bid inh -33.
COc1cc(NC(C(=O)Nc2cccc(C(C)=O)c2)c2ccccc2)cc(OC)c1OC (centres undefined) was read as HRas wt GTP 99, Bim-Mcl-1 -7, Avidin fluor 8, Pf gametocyte -29, Mcl1 Noxa PPI -7, Rab2 wt GTP 99, Rac1 wt GTP bind 101, Rab7 wt GTP bind 98, Cdc42 wt 101, Rac1 act GTP bind 98 and Mcl1-Bid inh -31.
`Cc1ccccc1NC(=O)c1ccccc1` gave HRas wt GTP 105, Bim-Mcl-1 -1, Avidin fluor 10, Mcl1 Noxa PPI -8, Rab2 wt GTP 105, Rac1 wt GTP bind 111, Rab7 wt GTP bind 103, Cdc42 wt 106, Rac1 act GTP bind 103 and Mcl1-Bid inh -8.
Screening CCc1c(C)nc2ncnn2c1N1CCCC(C(=O)NCCc2ccccc2)C1 (centres undefined) returned HRas wt GTP 102, Bim-Mcl-1 -6, Avidin fluor 14, Mcl1 Noxa PPI 4, Rab2 wt GTP 100, Rac1 wt GTP bind 105, Rab7 wt GTP bind 101, Cdc42 wt 101, Rac1 act GTP bind 100 and Mcl1-Bid inh -13.
`Cc1cc(C)cc(N(C(=O)c2csnn2)C(C(=O)NC(C)(C)C)c2cccs2)c1` (centres undefined) gave HRas wt GTP 101, Bim-Mcl-1 -1, Avidin fluor 24, Mcl1 Noxa PPI 1, Rab2 wt GTP 99, Rac1 wt GTP bind 106, Rab7 wt GTP bind 99, Cdc42 wt 104, Rac1 act GTP bind 99 and Mcl1-Bid inh 1.
Screening O=C(CNc1cccc(C(F)(F)F)c1)N/N=C/c1cccc(Br)c1 returned HRas wt GTP 98, Bim-Mcl-1 -3, Avidin fluor 13, Pf gametocyte 0, Mcl1 Noxa PPI 0, Rab2 wt GTP 96, Rac1 wt GTP bind 101, Rab7 wt GTP bind 96, Cdc42 wt 100, Rac1 act GTP bind 96 and Mcl1-Bid inh 13.
Screening CC(C)(C)NS(=O)(=O)c1ccc(OCC(=O)NCc2ccco2)cc1 returned HRas wt GTP 95, Bim-Mcl-1 3, Avidin fluor 7, Mcl1 Noxa PPI -6, Rab2 wt GTP 96, Rac1 wt GTP bind 98, Rab7 wt GTP bind 95, Cdc42 wt 97, Rac1 act GTP bind 95 and Mcl1-Bid inh -27.
Screening COc1ccc(-n2c(CCc3ccccc3)nnc2SCC(=O)c2ccc(Cl)cc2)cc1 returned HRas wt GTP 97, Bim-Mcl-1 -6, Avidin fluor 12, Pf gametocyte 13, Mcl1 Noxa PPI 26, Rab2 wt GTP 96, Rac1 wt GTP bind 99, Rab7 wt GTP bind 99, Cdc42 wt 96, Rac1 act GTP bind 96 and Mcl1-Bid inh 0.
`CCn1c(=O)c([N+](=O)[O-])c(N2CCOCC2)c2ccccc21` gave HRas wt GTP 103, Bim-Mcl-1 1, Avidin fluor 15, Mcl1 Noxa PPI -8, Rab2 wt GTP 99, Rac1 wt GTP bind 104, Rab7 wt GTP bind 98, Cdc42 wt 103, Rac1 act GTP bind 97 and Mcl1-Bid inh -8.
NC(=NCCc1c[nH]c2ccccc12)NS(=O)(=O)c1ccc(F)cc1 was read as HRas wt GTP 98, Bim-Mcl-1 -3, Avidin fluor 2, Pf gametocyte -7, Mcl1 Noxa PPI 11, Rab2 wt GTP 99, Rac1 wt GTP bind 102, Rab7 wt GTP bind 104, Cdc42 wt 99, Rac1 act GTP bind 100 and Mcl1-Bid inh -50.
Screening Cc1occc1C(=O)Nc1c(F)cc(F)cc1Br returned HRas wt GTP 100, Bim-Mcl-1 -7, Avidin fluor 11, Mcl1 Noxa PPI 12, Rab2 wt GTP 100, Rac1 wt GTP bind 107, Rab7 wt GTP bind 98, Cdc42 wt 102, Rac1 act GTP bind 98 and Mcl1-Bid inh -15.
For O=C(C[n+]1cccc(CO)c1)Nc1nc2ccccc2s1 the results were HRas wt GTP 96, Bim-Mcl-1 3, Avidin fluor 10, Pf gametocyte 0, Mcl1 Noxa PPI 16, Rab2 wt GTP 96, Rac1 wt GTP bind 97, Rab7 wt GTP bind 99, Cdc42 wt 96, Rac1 act GTP bind 96 and Mcl1-Bid inh -11.
`COc1cccc(NC(=S)/C(=C(\[O-])c2ccc(C)c([N+](=O)[O-])c2)[n+]2ccccc2)c1` gave HRas wt GTP 104, Bim-Mcl-1 -3, Avidin fluor 37, Pf gametocyte 20, Mcl1 Noxa PPI 14, Rab2 wt GTP 102, Rac1 wt GTP bind 106, Rab7 wt GTP bind 102, Cdc42 wt 106, Rac1 act GTP bind 101 and Mcl1-Bid inh -36.
Screening CCOC(=O)c1ccc(CNC(=O)C2CCCCC2C(=O)OCC(F)(F)F)o1 (centres undefined) returned HRas wt GTP 98, Bim-Mcl-1 1, Avidin fluor 7, Mcl1 Noxa PPI -11, Rab2 wt GTP 98, Rac1 wt GTP bind 96, Rab7 wt GTP bind 98, Cdc42 wt 96, Rac1 act GTP bind 97 and Mcl1-Bid inh -12.
O=C1CCN1C1(C(=O)NC2CCCCC2)CCCC1 was read as HRas wt GTP 98, Bim-Mcl-1 2, Avidin fluor 8, Mcl1 Noxa PPI 8, Rab2 wt GTP 98, Rac1 wt GTP bind 103, Rab7 wt GTP bind 100, Cdc42 wt 98, Rac1 act GTP bind 100 and Mcl1-Bid inh -13.
Screening O=c1c2ccccc2n2cnnc2n1-c1ccccc1 returned HRas wt GTP 103, Bim-Mcl-1 -4, Avidin fluor 19, Mcl1 Noxa PPI -5, Rab2 wt GTP 102, Rac1 wt GTP bind 106, Rab7 wt GTP bind 102, Cdc42 wt 103, Rac1 act GTP bind 100 and Mcl1-Bid inh -28.
For COC(=O)c1sc(NC(=O)c2ccco2)nc1C the results were HRas wt GTP 95, Bim-Mcl-1 0, Avidin fluor 9, Mcl1 Noxa PPI -11, Rab2 wt GTP 96, Rac1 wt GTP bind 94, Rab7 wt GTP bind 94, Cdc42 wt 96, Rac1 act GTP bind 94 and Mcl1-Bid inh 4.
Screening O=C(CSc1oc(-c2ccc(F)cc2)nc1S(=O)(=O)c1ccccc1)NCC1CCCO1 (centres undefined) returned HRas wt GTP 101, Bim-Mcl-1 -2, Avidin fluor 36, Mcl1 Noxa PPI -8, Rab2 wt GTP 101, Rac1 wt GTP bind 108, Rab7 wt GTP bind 103, Cdc42 wt 108, Rac1 act GTP bind 99 and Mcl1-Bid inh 4.
For O=C(NCCc1csc(-c2cccnc2)n1)c1cccc2ccccc12 the results were HRas wt GTP 99, Bim-Mcl-1 -2, Avidin fluor 7, Mcl1 Noxa PPI 4, Rab2 wt GTP 100, Rac1 wt GTP bind 103, Rab7 wt GTP bind 100, Cdc42 wt 97, Rac1 act GTP bind 100 and Mcl1-Bid inh -19.
O=C(COc1ccccc1C(=O)Nc1ccccc1)c1ccc(F)cc1 was read as HRas wt GTP 99, Bim-Mcl-1 -2, Avidin fluor 7, Mcl1 Noxa PPI -3, Rab2 wt GTP 98, Rac1 wt GTP bind 100, Rab7 wt GTP bind 103, Cdc42 wt 98, Rac1 act GTP bind 95 and Mcl1-Bid inh -14.
`COc1cc2c(cc1OC)C(c1ccccc1)=NCC2` gave HRas wt GTP 100, Bim-Mcl-1 -2, Avidin fluor 6, Pf gametocyte 11, Mcl1 Noxa PPI 12, Rab2 wt GTP 99, Rac1 wt GTP bind 105, Rab7 wt GTP bind 104, Cdc42 wt 101, Rac1 act GTP bind 97 and Mcl1-Bid inh 3.
Screening Cc1ccc(SCC(=O)n2nc(C)cc2C)cc1 returned HRas wt GTP 101, Bim-Mcl-1 -4, Avidin fluor 13, Mcl1 Noxa PPI 19, Rab2 wt GTP 101, Rac1 wt GTP bind 105, Rab7 wt GTP bind 106, Cdc42 wt 101, Rac1 act GTP bind 99 and Mcl1-Bid inh -16.
Cc1noc(C)c1CCC(=O)N1CCCC(CCC(=O)NCc2ccc(F)c(F)c2)C1 (centres undefined) was read as HRas wt GTP 98, Bim-Mcl-1 1, Avidin fluor 13, Mcl1 Noxa PPI 8, Rab2 wt GTP 97, Rac1 wt GTP bind 101, Rab7 wt GTP bind 100, Cdc42 wt 99, Rac1 act GTP bind 95 and Mcl1-Bid inh -23.
